# IP6K1 inh: Primary qHTS assay for small molecule inhibitors of Inositol hexaphosphate kinase 1 (IP6K1) | AID 1645851, 2021 | Inositol hexakisphosphate kinase 1 (Homo sapiens), Q92551 | IP6K1 kinase, ADP-Glo luminescence, 2 h; active compounds read low | hit rate 0.81% among 140,000 | activity change, % (series mostly up to about 58 µM); in the data active = activity change below about -25%
#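 ADP-Glo luminescence measures ADP made by human IP6K1 during a 2 h RT reaction with ATP/IP6 (mix at 1.3 mM/130 uM); top library doses 57.5 and 19.1 uM final.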
# HEK cytotox: Cytotoxic Profiling in HEK 293 Cell Line of Diverse Libraries Using Quantitative High-Throughput Screening; HEK 293 viability, ATP luminescence (CellTiter-Glo), 48-72 h; Potency, µM (titrated, usually from 115 µM), for the others: at the highest dose activity change, negative = cytotoxicity, most hits filed as inhibitors; hit rate 6.6% among 94,000; AID 1345083, 2018; note: potency is the fitted concentration of half-maximal effect; nearly all actives have a fitted effect of over 60% in size
#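 250 HEK 293 cells/well; compound by pintool; incubated 48 or 72 hr at 37 degree Celsius; CellTiter-Glo added, 10 min RT, luminescence imaged.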
# SNCA expr inh: Primary qHTS assay for inhibitors of alpha-synuclein gene (SNCA) expression. HEK-293 SNCA-luciferase knock-in, luminescence, 24 h. Potency, µM (series often up to 57.2 µM), without a hit: top-dose activity change, negative = inhibition, most hits filed as inhibitors. hit rate 0.17% among 140,000;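 note: potency is the fitted concentration of half-maximal effect; plate controls were DMSO cells for no effect and cell-free wells for full effect; nearly all actives have a fitted effect of over 45% in size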
# GPT2 inhibitor: Primary qHTS assay for inhibitors of Glutamate pyruvate transaminase 2 (GPT2). Alanine aminotransferase 2 (Homo sapiens), Q8TD30. Recombinant GPT2, coupled pyruvate oxidase/HRP Amplex Red fluorescence. Potency, µM (titrated, usually from 57.7 µM), inactives show at the top dose activity change, negative = inhibition, usual class: inhibitors. hit rate 0.25% among 100,000. AID 1671188, 2021; note: potency is the fitted concentration of half-maximal effect; nearly all actives have a fitted effect of over 60% in size; many of its hits are not listed in these tables
# Target sequence (Q8TD30 whole entry, looked up): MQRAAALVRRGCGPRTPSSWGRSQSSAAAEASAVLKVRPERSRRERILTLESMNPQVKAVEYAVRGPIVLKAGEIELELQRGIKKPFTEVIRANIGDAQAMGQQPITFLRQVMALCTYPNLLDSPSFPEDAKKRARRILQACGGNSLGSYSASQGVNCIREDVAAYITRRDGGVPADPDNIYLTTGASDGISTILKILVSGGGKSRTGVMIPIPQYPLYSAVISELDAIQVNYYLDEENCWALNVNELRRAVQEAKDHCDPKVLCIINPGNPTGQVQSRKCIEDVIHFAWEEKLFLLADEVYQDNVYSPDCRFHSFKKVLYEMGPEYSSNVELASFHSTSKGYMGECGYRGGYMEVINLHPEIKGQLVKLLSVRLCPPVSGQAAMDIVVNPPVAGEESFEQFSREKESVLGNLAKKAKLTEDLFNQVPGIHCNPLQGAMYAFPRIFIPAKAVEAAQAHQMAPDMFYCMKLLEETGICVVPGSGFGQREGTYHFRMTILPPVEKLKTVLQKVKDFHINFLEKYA
#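 GPT2 10ng/uL, a-KG 250uM, L-Ala 2mM, HEPES pH7.5 + 0.0001% Tween; 30 min RT. Then Amplex mix (PO/HRP/ThPP), 30 min RT dark, fluorescence. AOA 50uM used as positive control.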
# FLuc inh: Firefly luciferase inhibition profiling of diverse chemical library using quantitative high-throughput screening. Luciferin 4-monooxygenase (Photinus pyralis), P08659. purified P. pyralis luciferase, luminescence, biochemical. Potency, µM (highest dose often 115 µM), inactives show at the top dose activity change, negative = inhibition, hits mostly inhibitors. hit rate 2.5% among 76,000; note: potency is the fitted concentration of half-maximal effect; nearly all actives have a fitted effect of over 65% in size
# Target sequence (P08659 whole entry, looked up): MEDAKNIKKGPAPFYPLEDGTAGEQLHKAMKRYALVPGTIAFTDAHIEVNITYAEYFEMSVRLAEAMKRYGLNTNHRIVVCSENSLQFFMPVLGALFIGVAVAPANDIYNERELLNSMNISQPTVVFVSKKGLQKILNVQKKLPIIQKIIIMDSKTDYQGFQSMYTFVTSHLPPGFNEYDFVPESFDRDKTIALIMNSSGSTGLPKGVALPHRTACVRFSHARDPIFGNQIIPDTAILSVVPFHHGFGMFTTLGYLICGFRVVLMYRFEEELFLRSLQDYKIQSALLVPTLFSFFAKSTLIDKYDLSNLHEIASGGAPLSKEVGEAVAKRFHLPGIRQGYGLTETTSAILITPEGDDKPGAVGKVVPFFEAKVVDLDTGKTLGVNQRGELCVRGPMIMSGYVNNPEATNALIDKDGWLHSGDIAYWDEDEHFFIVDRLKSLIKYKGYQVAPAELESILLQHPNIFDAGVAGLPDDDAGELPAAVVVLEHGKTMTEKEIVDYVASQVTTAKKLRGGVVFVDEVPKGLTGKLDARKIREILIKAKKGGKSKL
#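 Inhibitors were tested against purified firefly luciferase in a biochemical, low-substrate format (both substrates at 10uM) and luminescence measured with a CCD imager.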
# HEK293 viab: GF-AFC viability counterscreen for inhibitors of alpha-synuclein gene (SNCA) expression. HEK-293-SNCA-luc viability, GF-AFC fluorescence, 24 h. Potency, µM (titrated, usually from 57.1 µM), inactives show at the highest dose activity change, negative = cytotoxicity, usual class: cytotoxic. hit rate 0.12% among 150,000. AID 1671193, 2021;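 note: potency is the fitted concentration of half-maximal effect; 0% = DMSO-treated cells and -100% = medium-only wells without cells; nearly all actives have a fitted effect of over 30% in size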
#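 HEK-293-SNCA-luc cells (1500/well) plated 24 h, then exposed 24 h to a dilution series; GF-AFC added 30 min at 37C, fluorescence 405/540 nm; normalised to medium-only and DMSO wells, Hill fit.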
# 3T3 cytotox: Cytotoxic Profiling in NIH 3T3 Cell Line of Diverse Libraries Using Quantitative High-Throughput Screening | NIH 3T3 viability, CellTiter-Glo ATP luminescence, 48-72 h | hit rate 4.3% among 94,000 | AID 1345082, 2018 | Potency, µM (top dose mostly 96.7 µM), for inactives: top-dose activity change, negative = cytotoxicity, actives largely listed as inhibitors; note: potency is the fitted concentration of half-maximal effect; nearly all actives have a fitted effect of over 55% in size
#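 Luminescent ATP readout (CellTiter-Glo, 10 min RT) after 48 or 72 hr compound exposure of NIH 3T3 cells seeded at 400 cells/well in 1536-well format; quantitative HTS.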
# Starred values were filed as active, the others as inactive; i = inactive; ? = inconclusive; . = no result given; [ ] = another dose, or the depositor's remark. Unless noted, calls come from the whole dose curve; as a rule, active = well fitted curve in the direction sought with a large enough effect; inconclusive = small, poorly fitted or top-dose-only effect, or another doubt; inactive = no such curve, though single readings can be large; an effect the other way counts as inactive or inconclusive. Unless noted, % is set by controls: 0 for no effect and ±100 for the full control effect.
# The line under a structure holds: IP6K1 inh, HEK cytotox, FLuc inh, SNCA expr inh, HEK293 viab, GPT2 inhibitor, 3T3 cytotox
CCCCNc1nc2c(-c3cccc(Br)c3)nnn2c2ccccc12
→ 5, ., ., 28%, 13%, ., .
CN(C)C[C@H]1C[C@@H](CO)CN(C(=O)c2ccccc2OC(F)(F)C(F)F)C1
→ -7, i, 2%, 5%, -7%, 3%, i
COCCNC(=O)C[C@@H]1C[C@H]2O[C@H](CNC3CCOCC3)[C@@H](O)[C@H]2O1
→ 1, -8%[172 µM], -5%[172 µM], -6%[87.6 µM], 5%[87.6 µM], 2%[88.5 µM], -16%[174 µM]
COCC1CN(C(C)=O)CC12CCN(C(=O)NCc1ccc(F)cc1)CC2 (centres undefined)
→ 4, i, 3%, -11%, -11%, i, -2%
COC(=O)CN1C(=O)[C@@H]2C[C@@H](O)CN2C2(CN(C3CCCC3)C2)C1=O
→ -2, i, 2%[172 µM], 8%[87.6 µM], -1%[87.6 µM], ?, -11%[174 µM]
Cc1ccc(C(=O)N(C)Cc2ccc(F)cc2)cc1
→ -13, -8%[172 µM], -3%[172 µM], 43%[activator][87.6 µM], -2%[87.6 µM], -10%[88.5 µM], 1%[138 µM]
CCCOc1cccc(C2c3c(-c4ccccc4O)n[nH]c3C(=O)N2Cc2ccco2)c1 (centres undefined)
→ -5, ., ., ?, ?, ., .
Cc1nc(N2CCC(NC(=O)C3CCC3)CC2)cc(C(F)(F)F)n1
→ 0, -7%, 4%, 6%, 12%, -9%, -8%
CO[C@H]1C(=O)N(C(C)C)[C@H]1C1CCNCC1
→ -5, 2%, 9%, -7%, 7%, 1%, i
Cc1cccc(CCCNC(=O)C2CC(=O)N(Cc3cccnc3)C2)c1 (centres undefined)
→ 0, 3%, 8%, -11%, 1%, i, -1%
CCc1nnc(NC(=O)c2nc(SCc3cccc(C)c3)ncc2Cl)s1
→ 10, ., ., -9%, -7%, ., .
O=C(c1ccc(F)cc1)N1CCC(C(=O)N2CCC(c3nc4ncccc4[nH]3)C2)CC1 (centres undefined)
→ 1, 1%, ., ?, 5%, -7%, i
CCOc1ccc(NC(=O)c2cc(S(=O)(=O)N3CCCC3)c[nH]2)cc1
→ 9, ., ., 29%, 1%, ., .
O=C(NCCn1ccn2nc(-c3ccc(F)cc3)cc2c1=O)c1c(F)cccc1Cl
→ -3, 32µM*, -4%, 18%, -15%, i, ?
CCOc1ccccc1NC(=O)c1cc2c(=O)oc3ccccc3c2s1
→ 14, ., ., 27%, ?, ., .
CC(C)c1ccccc1OCC(=O)c1ccc2c(c1)N(CC(=O)N1CCOCC1)C(=O)CO2
→ -4, ?, 4%, -17%, -21%, i, -12%
O=C1OCCN1C1CCN(Cc2ccc(C(F)(F)F)cc2)CC1
→ -18, -22%, ., -2%, 6%, i, -4%
O=C(Nc1cccc2ccccc12)O[C@@H]1CO[C@H]2[C@@H]1OC[C@@H]2NC(=O)c1ccco1
→ 0, -19%[172 µM], -1%[172 µM], 2%[87.6 µM], 1%[87.6 µM], -5%[88.5 µM], -15%[138 µM]
O=C(NCc1ccccc1)c1nc2c(o1)CCN(Cc1ccc(F)c(Cl)c1)CC2
→ 2, ?, -6%[172 µM], -25%[87.6 µM], -8%[87.6 µM], -6%[88.5 µM], 45µM*
COc1ccccc1-c1ccc(C(=O)N2CCC(C(=O)Nc3ccccc3Cl)CC2)cc1
→ 19, ?, ., 15%, -5%[12.5 µM], -4%, ?
O=C1NCCCc2[nH]c(-c3cnn(-c4ccc(F)cc4)c3)nc21
→ 24, -5%, -9%, 105%[activator], 0%, 0%, 1%
O=C(Cc1ccccc1)NCC1CN(Cc2ccc3[nH]ccc3c2)CC12CN(c1ccccc1)C2 (centres undefined)
→ -4, 40µM*, 1%, -29%, -16%, -2%, 22µM*
O=C(CC1CCOCC1)N1CCN(Cc2ccc(F)cc2F)CC1
→ -9, 13%, -3%, 36%[activator], 5%[12.5 µM], -6%, -10%
CCN1CCN(C(=O)c2cc3n(n2)CC(c2ccc(Br)cc2)OC3)CC1 (centres undefined)
→ 1, ?, -3%, -8%, 12%, -34%, ?
Cc1c(Cl)cccc1-n1ncc(C(=O)NC2CCCC2)c1C1CCN(C(=O)OC(C)(C)C)CC1
→ -10, ., ., 1%, 11%, ., .
CC(C)c1ccccc1NC(=O)C(Cc1c[nH]c2ccccc12)NC(=O)OC(C)(C)C (centres undefined)
→ 14, ., ., ?, -16%, ., .
CC(C)c1ccc(C(=O)N2CC(C(=O)NC3CCCCC3)C3(CCOCC3)C2)cc1 (centres undefined)
→ 7, ?, -15%, -1%, ?, i, -11%
COCCN(C)C[C@@H]1CN(C(=O)c2ccc(=O)[nH]n2)C[C@@H]1CO
→ 0, 3%, 7%, 14%, 6%, i, -8%
O=C(NCc1ccccc1)C1CCC(=O)N1C1CCN(C(=O)c2cc(F)ccc2F)CC1 (centres undefined)
→ -1, -7%, -4%, 24%, 0%, i, -5%
O=C1CC2(CCN(C(=O)c3ccc4c(c3)OCO4)CC2)Oc2ccccc21
→ 17, ?, -4%, 6%, -13%, -16%, ?
Cc1ccc(/C=C/c2onc(C)c2S(=O)(=O)N2CCC(C(=O)NCc3ccc(Cl)cc3)CC2)cc1
→ 14, ., ., 8%, 13%, ., .
Cc1nn(CC(=O)NC(C)Cc2cnccn2)c(=O)n1CCc1ccccc1 (centres undefined)
→ 14, -22%, 3%, 5%, 0%, 3%, -1%
O=C(Nc1ccc2nc(SCCOc3ccccc3Cl)sc2c1)c1ccc2c(c1)OCO2
→ -9, ., ., ?, -15%, ., .
O=C([C@@H]1C[C@H](F)CN1C(=O)Cc1ccc(OC(F)(F)F)cc1)N1CCCCC1
→ 12, -21%, ., -14%, -5%, i, -19%
CC(=O)OC[C@]12[C@H](OC(C)=O)C(=O)[C@@H]3[C@@H](O)[C@@]14O[C@@]3(C)COC(=O)c1cccnc1[C@@H](C)[C@H](C)C(=O)O[C@@H]([C@H](O)[C@@H]2OC(C)=O)[C@]4(C)O
→ -1, ., ., ., -20%[23.9 µM], -30%[17.1 µM], .
CCc1nnc(SCc2nc(-c3ccccc3Cl)oc2C)c2cc3sc(C)cc3n12
→ 18, ., ., 2%, -3%, ., .
Clc1ccccc1-c1nc(-c2ccncc2)no1
→ -25*, ., ., 193%[activator][25.6 µM], -14%[23.9 µM], 1%, .
CCOC(=O)c1[nH]c(C)c(CCC(=O)NC(C)c2ccccc2)c1C (centres undefined)
→ 6, ., ., -8%, 18%, ., .
COc1ccc(C(=O)NCc2ccc3c(c2)CCN3C(=O)c2cccc(C)c2)cc1OC
→ -20, ., ., -6%, 3%, ., .
O=C(NCC(c1cccnc1)N1CCN(Cc2ccccc2)CC1)C(=O)Nc1ccc(F)cc1 (centres undefined)
→ 55, ., ., 131%[activator], 11%, ., .
C[C@]1(CO)C2CC[C@@H](O)[C@@H](CC(=O)N3CCCC3)[C@]2(C)CC[C@H]1OC(=O)Nc1cccc(F)c1 (some centres undefined)
→ 5, -23%, 4%, -19%, -27%, -11%, ?
COc1nc2c(cc1CNC(=O)CCc1ccccn1)C(=O)N(C1CCCC1)C2
→ -15, i, 10%, 31%[activator], -2%, i, 0%
COCCOCc1nc(C2CCN(C(=O)NCc3ccc(OC)cc3)CC2)no1
→ -9, i, -3%, 11%, -6%, i, 3%
C/C(=C(\CCOP(=O)(O)O)SC(=O)c1ccccc1)N(C=O)Cc1cnc(C)nc1N
→ 26, ., ., 30%[2.29 µM], 0%[2.51 µM], -4%[3.85 µM], .
COc1cccc(NC(=O)c2ccc3c(c2)NC(C)(COc2ccc4[nH]ccc4c2)CO3)c1 (centres undefined)
→ 3, 25µM*, -23%, ?, -29%, -7%, 13µM*
COc1cccc(CNC(=O)CN(C)S(=O)(=O)c2ccc3[nH]c4c(c3c2)CCCC4)c1
→ 50, ., ., ?, -19%, ., .
O=C(NCc1ccncc1)C1CN(Cc2ccccn2)CC12CCOCC2 (centres undefined)
→ 19, 0%, 4%, -26%, 9%, -9%, -7%
O=C(CN1C(=O)COc2ccc(C(=O)COc3ccccc3F)cc21)Nc1ccc(F)cc1
→ -3, ?, -6%, 0%, -11%, ?, -17%
NCC(=O)N1Cc2ccccc2CC2(CCCCN2CC2CCOCC2)C1 (centres undefined)
→ -10, -4%, ., 1%, -11%, -2%, 0%
Cc1ccccc1OCC(=O)Nc1ccccc1C(=O)OCc1cc(=O)n2nc(C3CC3)sc2n1
→ 10, ., ., -10%, -2%, ., .
COc1ccccc1C(O)c1nc(Nc2ccc(Cl)cc2)n[nH]1 (centres undefined)
→ -6, ?, 2%[172 µM], 7%[87.6 µM], 0%[87.6 µM], -10%[88.5 µM], ?
CC1CCN(C(=O)Cn2ncc3c4ccccc4n(Cc4ccc(Cl)cc4)c3c2=O)CC1
→ 4, ., ., 5%, 7%, ., .
Cc1ccc(Nc2ccnc(N3CCC(C(=O)NC4CCCC4)CC3)n2)cc1
→ 5, 45µM*, ., -2%, 0%[12.5 µM], i, 35µM*
COCCN1CCCCCC(O)c2cc(C(=O)NC3CCC3)ccc21 (centres undefined)
→ 0, ?, ?, 31%[activator], 5%, i, ?
CCOCCCNC(=O)NCC12CCCC=C1NC(=O)CC2 (centres undefined)
→ -2, 3%, 4%, 7%, 6%, ?, -3%
O=C(NCCCc1ccccc1)c1nc2cccnc2n(CCc2ccccc2)c1=O
→ -11, ?, ., 15%, -6%[12.5 µM], i, ?
COCCOC1CCN(S(=O)(=O)c2ccccc2C)CC1
→ 27, 10%, -9%, 4%, 11%[12.5 µM], i, 4%
COc1cccc(-c2c(C(=O)NC(C)C)nc3sccn23)c1
→ 6, ?, ., 40%[activator][87.6 µM], -7%[87.6 µM], i, ?
COc1ccc(Cl)cc1NC(=O)Cn1ccn2nc(-c3ccc(F)cc3)c(CO)c2c1=O
→ -1, 13%, 2%, -15%, 0%, i, i
CC(C)OCCCn1c(SCC(=O)c2ccccc2)nc2c(sc3ccccc32)c1=O
→ -10, ., ., 16%, 7%, ., .

# Entries shown so far that have a thiophene ring, fused or not (3):
# The line under a structure holds: IP6K1 inh, HEK cytotox, FLuc inh, SNCA expr inh, HEK293 viab, GPT2 inhibitor, 3T3 cytotox
CCOc1ccccc1NC(=O)c1cc2c(=O)oc3ccccc3c2s1
→ 14, ., ., 27%, ?, ., .
CCc1nnc(SCc2nc(-c3ccccc3Cl)oc2C)c2cc3sc(C)cc3n12
→ 18, ., ., 2%, -3%, ., .
CC(C)OCCCn1c(SCC(=O)c2ccccc2)nc2c(sc3ccccc32)c1=O
→ -10, ., ., 16%, 7%, ., .

# From PubChem BioAssay
